MEKK3 PB1 HTS – modulators (inhibitors or enhancers) of MEK5 binding to human MEKK3 PB1 domain | binding response (% of control), % at 10 µM | 1.4% of 290,000 active | bead-based flow cytometry, Alexa488-MEK5 binding to MEKK3; actives lie on both sides; 0 = blocked by unlabeled MEK5, 100 = vehicle;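 active = binding response more than 3 SD above or below the average of its plate-row segment, actives on both sides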;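 also: Alexa488 bead fluorescence after subtracting the streptavidin-only scavenger bead signal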
Target sequence (Q99759 whole entry, looked up, the tested form may be a part): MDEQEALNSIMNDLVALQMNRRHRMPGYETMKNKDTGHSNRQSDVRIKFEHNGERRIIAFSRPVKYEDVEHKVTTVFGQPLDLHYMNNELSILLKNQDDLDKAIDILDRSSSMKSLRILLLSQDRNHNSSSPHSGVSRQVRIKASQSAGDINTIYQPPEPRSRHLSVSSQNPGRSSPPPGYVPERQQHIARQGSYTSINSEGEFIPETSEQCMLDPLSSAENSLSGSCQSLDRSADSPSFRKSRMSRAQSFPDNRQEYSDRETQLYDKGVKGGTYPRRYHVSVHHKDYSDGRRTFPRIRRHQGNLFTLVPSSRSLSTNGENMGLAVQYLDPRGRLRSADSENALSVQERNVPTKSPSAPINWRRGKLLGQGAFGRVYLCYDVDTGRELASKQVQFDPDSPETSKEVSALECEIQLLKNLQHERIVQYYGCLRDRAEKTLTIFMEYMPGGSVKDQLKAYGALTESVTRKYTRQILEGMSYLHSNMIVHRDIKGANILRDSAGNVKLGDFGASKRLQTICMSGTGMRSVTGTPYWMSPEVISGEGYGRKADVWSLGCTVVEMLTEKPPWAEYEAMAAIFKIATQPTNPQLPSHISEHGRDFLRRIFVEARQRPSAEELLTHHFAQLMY
CRFR2-BP antag – blocks CRF-induced signaling of the CRF-BP/CRF-R2 complex | 0.59% of 350,000 active | inhibition, % at 11.8 µM | HEK293 CRF-R2/CRF-BP, CRF-induced calcium fluorescence;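 active = inhibition of the ligand-induced calcium signal above about 50% at the single tested concentration, limit read from the data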
MEKK2wt PB1 HTS – raises or lowers MEK5 binding to wildtype human MEKK2 PB1 domain; binding response (% of control), % at 10 µM; AID 1531; 1.1% of 290,000 active; Q9Y2U5; bead flow cytometry, Alexa488-MEK5 binding to MEKK2 WT; actives lie on both sides; in the data active = binding response below about 67% or above about 130%
GalR3 antagonist – antagonists of human GalR3; O60755; HEK293 GalR3-CNG cAMP membrane potential fluorescence; galR3 body fused to GalR1 C-terminus; inhibition, % at 3 µM; 0.44% of 360,000 active; AID 651719;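 active = inhibition above the screen-wide average plus 3 SD, cut at about 13% in these data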;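 also: forskolin and galanin both at EC90 stimulate the cells; cAMP rise reported by CNG channel membrane potential dye signal; 0% = forskolin plus galanin with DMSO and 100% = forskolin alone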
Target sequence (O60755 1-299 limits assumed): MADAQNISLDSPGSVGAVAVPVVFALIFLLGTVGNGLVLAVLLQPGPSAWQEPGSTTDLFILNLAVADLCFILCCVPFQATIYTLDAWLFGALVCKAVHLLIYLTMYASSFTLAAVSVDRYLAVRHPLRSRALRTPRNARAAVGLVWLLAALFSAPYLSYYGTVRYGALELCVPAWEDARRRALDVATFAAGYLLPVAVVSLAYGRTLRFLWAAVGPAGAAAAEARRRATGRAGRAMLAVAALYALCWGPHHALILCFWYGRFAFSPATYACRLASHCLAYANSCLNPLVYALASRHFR
UBC9 SUMO inh – inhibitors of human SUMOylation (UBC9). P63279. HTRF SUMOylation assay, SAE1/SAE2 + UBC9, in vitro. inhibition, % at 35 µM. 0.36% of 290,000 active; in the data active = inhibition above about 50%, passing the limit was not always enough; also: strong numbers were not always called active
Target sequence (P63279 whole entry, looked up): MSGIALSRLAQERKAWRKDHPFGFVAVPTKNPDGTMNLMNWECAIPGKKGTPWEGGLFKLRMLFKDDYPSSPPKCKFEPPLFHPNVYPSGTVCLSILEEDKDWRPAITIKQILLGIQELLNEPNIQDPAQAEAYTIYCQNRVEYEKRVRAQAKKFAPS
CRFBP-R2 agonist – agonists of human CRF-binding protein/CRF-R2 receptor complex; activation, % at 13.2 µM; 0.46% of 350,000 active; AID 588473; HEK293 CRF-R2/CRF-BP, calcium dye fluorescence (FLIPR); percent of saturating CRF peptide response;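 active = activation of at least 50%, plus an integration ratio under a set limit after plate pattern correction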;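 also: plate controls were neutral control wells without compound for no effect and CRF at EC100 for full effect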
NS3 helicase inh – HCV NS3 helicase inhibition; AID 1800; inhibition, % at 10.9 µM; NS3 helicase DNA unwinding, Cy5 molecular beacon fluorescence; 0.56% of 290,000 active;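 active = inhibition above the mean of all tested compounds plus 3 SD, set per campaign, cut at about 35% in these data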;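 also: 0% = DMSO wells and 100% = thioflavine S control wells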
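Control set: DMSO versus 110 µM thioflavine S; Material: NS3 helicase fragment of HCV; Measured by: Cy5 fluorescence at 0 and 60 min, beacon hairpin quenching; Read-out basis: percent inhibition from t60/t0 fluorescence ratio; Times: reaction time 60 min, 25 °C; Repeats: single replicate; Compound dosing: single dose, 10.9 µM nominal final, DMSO 0.8% final.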
MEKK2 mut-MEK5 – signal of MEK5 binding to mutant human MEKK2 PB1 domain; bead flow cytometry, Alexa488-MEK5 binding to MEKK2 mutant; 0.35% of 290,000 active; percent response, % at 10 µM; in the data active = percent response above about 24%, passing the limit was not always enough; also: inactives centre near 1; some results filed as inactive read as strong as hits
FID counter – fluorescent intercalator displacement, NS3 helicase counter-screen; DNA fluorescent intercalator displacement, fluorescence; inhibition, % at 7.9 µM; 0.17% of 290,000 active; in the data active = inhibition above about 37%;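 also: 0% = vehicle and 100% = reference compound; higher means more ethidium bromide displaced from hairpin DNA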
* = called active by the depositor; · = not tested or not shown; [ ] = dose if it differs, or a comment. Not all compounds are listed; the hit share may differ from the screen's.

SMILES	MEKK3 PB1 HTS	CRFR2-BP antag	MEKK2wt PB1 HTS	GalR3 antagonist	UBC9 SUMO inh	CRFBP-R2 agonist	NS3 helicase inh	MEKK2 mut-MEK5	FID counter
Cn1cc(SCC(=O)Nc2ccc3c(c2)OCCO3)c2ccccc21	83	5	99	·	-2	-1.0	-2	-8	-7
COCCCNC(=O)CCSc1ccc(C)cc1	96	19	98	-2	-6	-2.0	-13	1	-12
CC(C)CC(c1nnnn1Cc1ccccc1)N1CCC(C(N)=O)CC1 (stereo not drawn)	99	2	103	-3	10	-1.2	10	6	-15
CC1OC(C)(C)OC1C1CNc2nc(NC(=O)C(C)(C)C)[nH]c(=O)c2N1C(=O)c1cccnc1 (stereo not drawn)	106	16	108	-10	5	0.6	-4	3	-7
CCOC1(C(F)(F)F)NC(=O)N(Cc2ccc(OC)cc2)C1=O (stereo not drawn)	105	15	103	-1	-16	-1.1	0	-1	-3
O=C(Nn1c(O)c(C=C2N=c3ccccc3=N2)sc1=S)c1ccc(Cl)cc1	·	-2	·	-5	-20	0.1	5	·	10
O=C(Cn1ncc2c(=O)oc3ccccc3c21)NCCN1CCN(c2ccccc2F)CC1	99	10	101	·	24	0.0	-8	1	0
CCOc1cc(NC(=S)NCCCN2CCOCC2)c(OCC)cc1NC(=O)C1CCCCC1	106	-2	103	6	7	-1.1	-24	5	14
Cc1nc(C)c(C(=O)Nc2ccccc2-c2ccccc2)o1	97	6	96	-6	3	-0.6	6	0	-4
COc1ccc(N(Cc2cc3cc(C)ccc3[nH]c2=O)C(C)=O)cc1	119	7	121	-2	2	-0.2	-7	18	-29
O=C(NNC(=O)c1ccncc1)c1ccncc1	98	5	97	-3	-12	7.9	-3	-5	2
COc1ccc(P(=O)(COc2ccc([N+](=O)[O-])cc2)c2ccc(OC)cc2)cc1	66*[inhibitor]	-6	101	-3	-11	2.8	-9	-1	-32
Nc1nnc(CC(=O)N/N=C/c2cccc(OCCOc3ccccc3)c2)s1	114	-13	110	2	-5	0.7	-2	8	-21
Cn1c(=O)[nH]c(=O)c2c1nc(SCCO)n2CC(O)COc1ccccc1 (stereo not drawn)	103	12	99	-3	14	-0.1	1	-5	10
CCc1ccc(OCCn2ccnc2)cc1	104	12	106	-8	-2	-2.0	3	3	7
CC(=O)c1cccc(NC2c3ccccc3C(=O)N2Cc2ccc3c(c2)OCO3)c1 (stereo not drawn)	105	9	114	·	-2	-2.9	3	16	-17
Cc1ccc(S(=O)(=O)NCC2CCC(C(=O)NCCCN3CCOCC3)CC2)cc1 (stereo not drawn)	101	33	106	3	-1	-1.0	-3	4	10
CCn1c(CC(=O)Nc2ccc(Cl)cc2)nnc1SCC(=O)N1CCOCC1	105	8	108	-3	11	0.1	1	6	-25
CCOC(=O)CNC(=S)n1ncnc1N	62	-3	64	-2	6	1.1	11	-26	1
NC1=NC2(CCC(c3ccccc3)CC2)n2c(nc3ccccc32)N1 (stereo not drawn)	·	-36	·	-4	-3	0.0	-99	·	13
CCOC(=O)c1c(C)nn(-c2ncccc2NC(=O)NC(C)C)c1C	99	10	99	-5	21	-0.3	-5	-2	-3
O=S(=O)(c1ccc(F)cc1)N1CCC(c2nc3ccccc3[nH]2)CC1	102	-10	98	-11	4	-0.5	11	5	-9
COc1ccc(Br)cc1CN(C)C(=O)c1cnc(C)cn1	108	2	108	-9	-2	2.0	0	10	-12
COC(=O)c1cc(C(=O)OC)[nH]n1	103	-4	97	-3	13	-0.3	2	-1	0
COc1cc(OC)cc(C(=O)NCC2CCCN(C(=O)c3oc(C)cc3C)C2)c1 (stereo not drawn)	104	-1	111	-4	4	-0.3	-1	10	-38
CCN(CC)CCNC(=O)c1ccc2c(c1NCCO)C(=O)c1ccccc1C2=O	94	23	100	-4	10	-4.0	-10	-4	42*
O=C(O)Cn1c(=O)c2c3c(sc2n(Cc2ccccc2F)c1=O)CCCC3	104	-7	104	-9	-8	0.6	12	5	-27
S=C(NCCc1ccccc1)N/N=C/c1ccc(Cl)cc1	102	-8	98	-7	5	1.2	-6	1	-12
Cn1c2c(c(=O)n(C)c1=O)C(NC(=O)C(C)(C)C)(C(F)(F)F)C(=O)N2 (stereo not drawn)	104	3	103	-2	-3	0.9	1	1	3
N#C/C=C(/N)N1CCN(c2ccc(Cl)c(Cl)c2)CC1	100	-12	106	-9	12	0.4	-2	-4	2
CCCOc1ccc(C(=O)NNC(=S)NC(=O)CC)cc1	97	-10	94	-3	-8	26	4	-4	0
CCOc1ccc(OCC(=O)Nc2c3c(nn2C(C)(C)C)CS(=O)(=O)C3)cc1	103	-7	110	-2	-16	-2.2	2	9	-16
O=C(Cc1ccccc1)Nc1nc(-c2ccc(F)c(F)c2)cs1	101	10	104	-11	0	-1.7	-2	4	-4
O=C(CCc1ccccc1)Nc1ccc(N2CCOCC2)c(Cl)c1	86	5	100	-3	11	-0.3	0	2	-12
COc1ccc(CN2C3CCCC2CC(NC(=O)Nc2ccccc2C)C3)cc1 (stereo not drawn)	116	-6	108	-5	1	0.5	3	3	10
CC1CCc2c(sc(NC(=O)C3CCCO3)c2C#N)C1 (stereo not drawn)	88	22	87	-2	-4	1.9	-6	-9	-9
COC(=O)c1c(C(=O)OC)c(-c2ccc(OC)cc2)n2c1CS(=O)(=O)C2	102	4	99	-5	-1	-0.7	14	6	-20
Cc1cc(C)c2c(c1)-c1c(ssc1=S)C(C)(C)N2C(=O)CSc1nncn1C	101	-7	101	-4	-21	-1.8	-3	3	-23
Cc1csc2c(N3CCN(C(=S)Nc4ccc(C(F)(F)F)cc4)CC3)ncnc12	105	-17	104	-6	-2	2.2	2	5	-12
CCCCc1c(O)nc(SCC(=O)N2CCOCC2)n(-c2ccccc2C)c1=O	86	-3	85	-3	0	-0.1	8	-5	-10
CC(C)CNC(=O)CN(C1CCCCC1)S(C)(=O)=O	107	-13	105	-1	6	0.6	-5	2	-1
CCOC(=O)c1c(C)c(C(=O)NCc2ccco2)c(C)n1CC	100	27	98	-3	13	-1.6	7	1	-1
CCc1nnc(N/N=C/c2c(C)[nH]c3ccccc23)n1N	95	0	92	-5	-11	-0.8	2	-8	2
Cc1ccc(C2C3=C(Nc4[nH]n(-c5ccccc5)c(=O)c42)c2ccccc2C3=O)cc1 (stereo not drawn)	100	·	90	·	21	·	34	-3	-15
O=[N+]([O-])c1cccnc1Oc1ccc(F)cc1	104	0	101	0	-6	0.0	11	1	0
CCOc1ccccc1N(CC(=O)Nc1cccnc1)S(=O)(=O)c1ccc(C)cc1	97	-5	91	-5	14	0.2	2	-3	-29
CC(C)Cn1c(-c2nn(C)cc2Cl)n[nH]c1=S	105	14	103	-1	-15	-2.6	8	1	-9
COc1ccc(NC(=S)NNC(=O)CCn2cc([N+](=O)[O-])cn2)cc1	102	5	94	-3	1	-1.0	13	-6	-1

Reprinted from the part before: five compounds, then new ones.
SMILES	MEKK3 PB1 HTS	CRFR2-BP antag	MEKK2wt PB1 HTS	GalR3 antagonist	UBC9 SUMO inh	CRFBP-R2 agonist	NS3 helicase inh	MEKK2 mut-MEK5	FID counter
Cc1ccc(C2C3=C(Nc4[nH]n(-c5ccccc5)c(=O)c42)c2ccccc2C3=O)cc1 (stereo not drawn)	100	·	90	·	21	·	34	-3	-15
O=[N+]([O-])c1cccnc1Oc1ccc(F)cc1	104	0	101	0	-6	0.0	11	1	0
CCOc1ccccc1N(CC(=O)Nc1cccnc1)S(=O)(=O)c1ccc(C)cc1	97	-5	91	-5	14	0.2	2	-3	-29
CC(C)Cn1c(-c2nn(C)cc2Cl)n[nH]c1=S	105	14	103	-1	-15	-2.6	8	1	-9
COc1ccc(NC(=S)NNC(=O)CCn2cc([N+](=O)[O-])cn2)cc1	102	5	94	-3	1	-1.0	13	-6	-1
O=C(CSc1nnc(-c2ccccc2F)n1C1CC1)NC(=O)c1cccc([N+](=O)[O-])c1	99	17	106	-2	-4	-1.8	0	13	-3
COc1ccccc1NC(=O)c1ccc2c(c1)N(CC#N)C(=O)C(C)(C)O2	99	13	98	-7	-4	-2.5	9	5	-33
Fc1ccccc1-c1nc2nc3ccccc3nc2n1CC1CCCO1 (stereo not drawn)	90	2	93	-5	18	-0.3	0	-7	-23
Cc1cc(O)c(/C=N/Nc2cccc(Cl)c2)c(=O)o1	86	-10	93	-2	-9	-2.6	11	-6	1
CCOC(=O)C1CCCN(C(=O)CS(=O)(=O)Cc2ccccc2)C1 (stereo not drawn)	·	-5	·	0	10	-0.9	3	·	-5
CN(C)C(=O)c1ccc(-c2cc(C(F)(F)F)n(C)n2)s1	96	9	98	-3	0	-1.0	5	3	-14
Oc1ccccc1Cn1nnc2ccccc21	104	4	107	-12	6	-1.2	-5	17	-3
Cc1cccc(NC(=O)CCC(=O)N/N=C/c2ccco2)c1	110	4	102	8	13	1.1	5	-1	-5
Cc1[nH]n(-c2ccc([N+](=O)[O-])cc2)c(=O)c1C=NCCN1CCN(C(=O)c2ccc(Br)cc2)CC1	101	18	97	-5	-6	-0.8	-1	-5	-3
COc1ccc(/C(C)=N/NC(=O)c2ccc(CSc3cccc4cccnc34)cc2)cc1OC	101	1	101	-6	-3	-0.7	-5	3	-19
COc1ccc(CCNC(=O)CN2CCN(Cc3ccc(F)cc3)C2=O)cc1OC	102	-19	105	-1	7	3.8	-3	11	-16
O=C(/C=C/c1cccc([N+](=O)[O-])c1)c1cccs1	98	15	101	2	-1	-1.0	3	1	-1
Cc1ccc(CSC2=Nc3ccccc3C3=NC(=O)CN23)cc1	106	4	93	-2	5	-0.3	0	-10	-6
CCN(c1ccccc1)S(=O)(=O)c1ccc(Cl)c(NC(=O)COC(=O)c2ccc(Cl)c(N)c2)c1	94	-3	96	-5	-15	1.7	1	-2	0
O=C1CCCC(O)=C1N=Nc1ccc(S(=O)(=O)N2CCOCC2)cc1	98	6	99	-4	15	-7.2	0	0	-3
COc1cccc(CNC(=O)C2CCN(S(=O)(=O)c3ccc(Br)s3)CC2)c1	103	-7	103	-9	-4	1.2	-7	-2	-40
COc1ccc(N2CC(NC(=O)NCCC(C)C)CC2=O)cc1 (stereo not drawn)	105	0	110	-3	-19	-0.2	6	7	-7
COC(=O)C1(Cc2cc(-c3ccc(Cl)cc3)no2)CCN(C(=O)OC(C)(C)C)CC1	101	3	90	-7	-9	1.9	-25	-5	-45
O=C(CCl)Nc1ccc(Sc2ccc(NC(=O)CCl)cc2)cc1	97	12	95	-3	-7	1.1	-7	-5	2
O=C(O)c1nccnc1C(=O)NCCc1c[nH]c2ccccc12	101	8	100	-4	3	-2.2	17	4	4
CCc1ccc(-n2c(C)cc(/C=N/NC(=O)OC)c2C)cc1	96	-3	96	1	4	-0.9	12	-3	-12
CCOC(=O)c1c(-c2ccccc2)csc1NC(=O)CCN1C(=O)c2ccccc2C1=O	94	-4	97	-5	-13	-2.0	-2	-7	6
COc1cc(O)c2c(c1)OC(C)(C)CC2=O	122*	11	116	-2	-1	-1.4	4	7	2
COc1ccc(OC)c(Nc2cc(C)nc3ccccc23)c1	101	1	107	-7	23	-1.5	-8	9	13
C=C(C)COc1ccc(-c2[nH]ncc2Oc2cccc(OC)c2)c(O)c1	99	15	113	-3	-41	1.0	-6	7	-4

Screening results (PubChem)
